# Tn7 DDE FP – disrupts Tn7 cyclic peptide binding to fibrin D-Dimer-E complex; P02675; FP displacement of FITC-Tn7 peptide from fibrin DD(E); 0% = median of compound wells per plate; inhibition, % at 8.3 µM; 0.13% of 370,000 active;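 active means inhibition above the mean of compounds falling within the control limits plus 3 SD of them, cut at about 14% in these data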;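 further: 0% = plate median of compound wells and 100% = 10 µM Aha-Tn7 peptide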
#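 Assay system: Human clot-derived fibrin DD(E) complex | Buffer or medium: Tris/NaCl/CaCl2 buffer, pH 7.8 | Repeats: One replicate per compound | Benchmarks: Aha-Tn7 high control | Measure: % inhibition scaled between sample-field median and high-control FP | Schedule: 10 min plus 3 h, room temperature | Signal: Fluorescence polarization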
# PLC-gamma1 inh – inhibitors of human phospholipase C gamma1; P19174; inhibition, % at 12.2 µM; AID 720700; purified PLC-gamma1, fluorogenic substrate, fluorescence; 0.84% of 370,000 active; in the data active means inhibition above about 9.5%
# LEDGF integ inh – blocks HIV-1 LEDGF/p75-dependent DNA integration; TR-FRET IN-LEDGF/p75 DNA integration, Eu/Cy5; inhibition, % at 3.7 µM; 0.64% of 370,000 active; AID 743269;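 active means inhibition above the screen-wide mean plus 3 SD, cut at about 13% in these data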;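 further: signal is the Cy5 over europium emission ratio at 671 and 618 nm; 0% = plate median of compound wells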
# DDE Tn6 FP inh – disrupts Tn6 cyclic peptide binding to fibrin D-Dimer-E complex. P02675. Fibrin DD(E) TRITC-Tn6 fluorescence polarization displacement. inhibition, % at 8.3 µM. 0.21% of 370,000 active. AID 720509;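 active means inhibition above a per-campaign cutoff: mean of compounds within control limits plus 3 SD, cut at about 15% in these data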;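 further: 0% = median of all compound wells on the plate and 100% = blocking peptide control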
# ADAM10 inh – inhibits human ADAM10; inhibition, % at 7 µM; 0.62% of 370,000 active; recombinant ADAM10, EDANS/DABCYL FRET peptide cleavage, 3 h; O14672;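 active means inhibition above a per-campaign cutoff equal to the mean of compounds falling between control-based bounds plus 3 SD, cut at about 20% in these data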;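 further: 0% = DMSO wells while the 100% control is not disclosed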
# Target sequence (O14672 214-748 limits assumed): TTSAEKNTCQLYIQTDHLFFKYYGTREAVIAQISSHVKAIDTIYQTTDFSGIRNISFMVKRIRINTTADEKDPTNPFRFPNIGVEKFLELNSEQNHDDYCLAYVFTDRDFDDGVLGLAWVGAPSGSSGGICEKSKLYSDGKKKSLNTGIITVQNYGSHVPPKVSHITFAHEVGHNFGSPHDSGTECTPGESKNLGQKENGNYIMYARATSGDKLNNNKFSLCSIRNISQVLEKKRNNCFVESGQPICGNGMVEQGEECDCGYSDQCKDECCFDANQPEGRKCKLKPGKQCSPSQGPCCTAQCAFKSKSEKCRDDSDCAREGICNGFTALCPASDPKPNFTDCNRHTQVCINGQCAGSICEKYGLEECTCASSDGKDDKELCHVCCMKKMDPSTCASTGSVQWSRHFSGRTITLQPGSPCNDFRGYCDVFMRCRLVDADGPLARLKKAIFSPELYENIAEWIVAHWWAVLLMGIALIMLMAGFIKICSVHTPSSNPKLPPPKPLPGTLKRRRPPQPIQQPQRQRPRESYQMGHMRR
# ASAP1 inh – inhibitors of human ASAP1 ArfGAP activity | AID 624377 | ASAP1-stimulated ARF1 GTP hydrolysis, GDP FP detection | Q9ULH1 | 0.19% of 360,000 active | inhibition, % at 16.5 µM; in the data active means inhibition above about 25%;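 further: 0% = vehicle with enzyme and substrate and 100% = no enzyme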
# ADAM17 inh – inhibitors of human ADAM17 | P78536 | recombinant ADAM17, EDANS/DABCYL FRET peptide cleavage | inhibition, % at 6.95 µM | 0.83% of 370,000 active;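 active means inhibition above the mean of compounds lying between control limits plus 3 SD, set per campaign, cut at about 8.5% in these data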;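 further: 0% = DMSO-only wells as the low control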
# KLK7 zymogen act – activates the human kallikrein-7 zymogen. AID 652039. P49862. purified proKLK7, EDANS-DABCYL substrate fluorescence; 100% is mature enzyme control, 0% vehicle. activation, % at 7 µM. 0.9% of 370,000 active;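 active means activation above the mean of all tested compounds plus 3 SD, computed per campaign excluding outliers beyond control limits, cut at about 13% in these data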
# Target sequence (P49862 whole entry, looked up): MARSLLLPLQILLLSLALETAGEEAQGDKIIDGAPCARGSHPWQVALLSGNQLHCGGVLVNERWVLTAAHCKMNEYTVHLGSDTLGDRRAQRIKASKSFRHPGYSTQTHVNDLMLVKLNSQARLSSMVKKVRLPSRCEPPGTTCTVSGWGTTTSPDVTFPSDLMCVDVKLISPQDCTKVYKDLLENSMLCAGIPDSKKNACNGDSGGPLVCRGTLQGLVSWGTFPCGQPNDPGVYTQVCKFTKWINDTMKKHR
# ARFGAP1 inhibitor – rat ARFGAP1 inhibition; AID 651572; Q62848; 0.26% of 360,000 active; inhibition, % at 16.5 µM; Arfgap1-stimulated ARF1 GTP hydrolysis, GDP FP detection;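 active means inhibition above a per-plate limit, mean inhibition of low control wells plus 3 SD, cut at about 25% in these data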;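 further: 0% = DMSO wells with enzyme and 100% = wells lacking Arfgap1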
# Target sequence (Q62848 1-136 limits assumed): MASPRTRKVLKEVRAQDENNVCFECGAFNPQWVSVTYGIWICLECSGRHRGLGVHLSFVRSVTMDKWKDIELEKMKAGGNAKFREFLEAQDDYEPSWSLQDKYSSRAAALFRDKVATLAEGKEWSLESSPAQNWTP
#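 Assay system: purified rat His6-Arfgap1 residues 1-136 (GAP domain); Reagent: human Δ17 ARF1 bound to GTP; Dosing: 16.5 µM single point, 1.26% DMSO; Times: GTP hydrolysis reaction 2 h at 25 °C; Signal: FP, GDP Alexa 633 tracer displaced from anti-GDP antibody, 620/688 nm; Measure: % inhibition from polarization.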
# TDP2 absorb – blocks human TDP2 phosphodiesterase activity | inhibition, % at 12.8 µM | 0.34% of 370,000 active | O95551 | recombinant TDP2, T5PNP hydrolysis, p-nitrophenol absorbance 415 nm;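 active means inhibition above the mean of all tested compounds plus 3 SD, set per campaign, cut at about 25% in these data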;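 further: 0% = DMSO with enzyme and 100% = buffer with substrate but no TDP2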
#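 Test system: human TDP2 enzyme; Input: 120 nM TDP2 per well; Buffer or medium: Mg2+-containing Tris-HCl buffer, pH 7.5; Reagent: 5 mM T5PNP; Dosing: 12.8 µM single point, 1% DMSO; Incubation: reaction 2 h, 37 °C; Detection: p-Nitrophenol epi absorbance; Read-out: % inhibition relative to enzyme-containing and enzyme-free wells; Replicates: single well per compound.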
# The depositor's hits bear a star; i = inactive.
SMILES,Tn7 DDE FP,PLC-gamma1 inh,LEDGF integ inh,DDE Tn6 FP inh,ADAM10 inh,ASAP1 inh,ADAM17 inh,KLK7 zymogen act,ARFGAP1 inhibitor,TDP2 absorb
CCCC/C(C)=N/NC(=O)C(=O)NCCc1ccccc1,5,-1,2,1,-8,5,-5,-0.8,-3,3
COc1ccc(OC(=O)C2CC(=O)N(c3ccc(C)cc3)C2)cc1 (centres undefined),0,-1,0,3,4,-8,-1,0.4,4,5
CCCS(=O)(=O)N1CCN(S(=O)(=O)c2ccccc2[N+](=O)[O-])CC1,8,2,0,3,11,-3,4,0.1,-2,-18
COc1cc(OC)c2c(-c3cccc(-c4ccc(NC(C)=O)cc4)c3)cc(=O)oc2c1,-3,-24,-2,-11,-8,-3,-3,-7.4,-2,-5
CCN(CC)S(=O)(=O)c1ccc(NC(=O)C(C)N(c2ccc(OC)cc2)S(C)(=O)=O)cc1 (centres undefined),0,1,1,7,-3,3,-3,-0.1,8,1
Cc1cc(C)cc(N(CC(=O)N2CC=C(c3ccccc3)CC2)S(=O)(=O)c2c(C)noc2C)c1,4,-1,-1,-1,2,-13,1,0.0,12,4
O=C(O)/C=C/c1ccc2c(-c3ccccc3)onc2c1,-2,4,1,-3,-3,3,-1,0.3,4,10
O=C(CCn1c(=O)oc2ccc(Cl)cc21)NCCCN1CCOCC1,0,2,4,8,-5,3,1,0.2,9,-9
CCC(=O)Nc1cccc(C(=O)Nc2nccs2)c1,-1,-2,0,2,-3,9,-2,0.1,0,17
CCc1nc2c(OCc3ccc(S(C)(=O)=O)cc3)cccn2c1N(C)C(=O)c1ccccc1F,3,-12,1,10,-16,-17,-4,-0.1,5,9
CC(=O)N(C)c1ccc(C(O)(C(F)(F)F)C(F)(F)F)cc1,1,0,1,-1,-4,2,-2,-0.9,3,1
Cc1ccc(CNC(=O)Cn2nnc(C(=O)Nc3cc(C)ccc3C)c2N)cc1,7,0,-3,-1,-10,8,-5,0.3,1,11
CCOC(=O)C1CCCN(C(=O)c2ccc(CS(=O)(=O)c3ccc(Br)cc3)o2)C1 (centres undefined),8,-4,-3,0,-5,-2,1,-0.2,7,-3
O=C(Nc1ccc2c(c1)CCC2)c1cnn2c1NC(c1ccco1)CC2C(F)(F)F (centres undefined),2,2,-1,2,9,10,0,0.1,-9,11
CC1CCN(Cc2c(C(=O)N/N=C/c3ccc(C(F)(F)F)cc3)nnn2-c2nonc2N)CC1,6,1,1,-4,0,0,1,-0.3,-14,16

# Five successive records from above:
SMILES,Tn7 DDE FP,PLC-gamma1 inh,LEDGF integ inh,DDE Tn6 FP inh,ADAM10 inh,ASAP1 inh,ADAM17 inh,KLK7 zymogen act,ARFGAP1 inhibitor,TDP2 absorb
CCCC/C(C)=N/NC(=O)C(=O)NCCc1ccccc1,5,-1,2,1,-8,5,-5,-0.8,-3,3
COc1ccc(OC(=O)C2CC(=O)N(c3ccc(C)cc3)C2)cc1 (centres undefined),0,-1,0,3,4,-8,-1,0.4,4,5
CCCS(=O)(=O)N1CCN(S(=O)(=O)c2ccccc2[N+](=O)[O-])CC1,8,2,0,3,11,-3,4,0.1,-2,-18
COc1cc(OC)c2c(-c3cccc(-c4ccc(NC(C)=O)cc4)c3)cc(=O)oc2c1,-3,-24,-2,-11,-8,-3,-3,-7.4,-2,-5
CCN(CC)S(=O)(=O)c1ccc(NC(=O)C(C)N(c2ccc(OC)cc2)S(C)(=O)=O)cc1 (centres undefined),0,1,1,7,-3,3,-3,-0.1,8,1

# Next structures follow.
SMILES,Tn7 DDE FP,PLC-gamma1 inh,LEDGF integ inh,DDE Tn6 FP inh,ADAM10 inh,ASAP1 inh,ADAM17 inh,KLK7 zymogen act,ARFGAP1 inhibitor,TDP2 absorb
CC(=O)Nc1cccc(NC(=O)CSc2ncc(-c3ccccc3)[nH]2)c1,-4,6,3,-3,0,4,2,0.5,-5,-11
Cc1ccc(S(=O)(=O)N2CCC(C(=O)N[C@@H](C)C(=O)NC3CCCCC3)CC2)cc1,-4,3,2,0,-5,5,-5,0.0,10,5
CCCCN(C(=O)COC(=O)c1ccc(C)s1)c1c(N)n(CCC)c(=O)[nH]c1=O,-1,0,3,3,-3,-7,-1,0.3,-6,-3
O=C(CNC(=O)c1ccncc1)N/N=C/c1ccccn1,1,-2,-1,6,-6,14,1,0.2,-9,4
CCC1Oc2ccccc2N(CC(=O)NC2CCCC2)C1=O (centres undefined),1,0,-2,9,1,4,-2,-0.6,9,7
COc1ccc(-c2nn(-c3ccccc3)cc2/C=N/NC(=O)c2cccc(S(=O)(=O)Nc3ccccc3Cl)c2)cc1,-5,-161,6,3,-36,13,9.2*,-11,1,-16
Cc1ccc(OCC(=O)NCc2cccs2)cc1,0,-2,-1,4,1,-10,-2,0.0,7,-4
Cc1ccc(CN2C(=O)/C(=C\c3ccc(C(=O)NCc4cccnc4)cc3)Oc3ccccc32)cc1,-8,-148,1,-6,-46,8,-17,-4.5,12,-9
O=C(CCNC(=O)c1ccc(Br)cc1)Nc1ccc(S(=O)(=O)Nc2ncccn2)cc1,6,-6,1,3,-1,3,-1,0.6,1,8
CNc1cc(-c2ccc(OC)nc2)ncn1,-6,-3,1,-1,-34,-1,-11,0.1,-2,-6
OCCCNc1c2c(nc3cc(-c4ccc(Cl)cc4)nn13)CCC2,-5,-7,5,1,-6,-4,-6,-0.3,2,4
NS(=O)(=O)c1ccc(Sc2ccc3c(c2)CCC3)nc1,-2,-1,0,-8,-8,-2,-1,-0.1,-1,7
CCSC1C(=O)N(C)C(SCC)C(=O)N1C (centres undefined),9,1,2,-1,-6,-10,-5,0.3,2,2
COc1ccc(OC)c(S(=O)(=O)N2CCC(C(=O)NCCc3ccc(OC)c(OC)c3)CC2)c1,7,4,0,2,4,-11,-2,-0.2,0,10
CCc1nnc(NC(=O)c2nc3nccc(C)n3n2)s1,-4,-1,-1,-5,-7,-3,-4,0.2,-2,1
O=C(c1cccc(C(F)(F)F)c1)N1CCC(O)(CS(=O)(=O)Cc2ccccc2)CC1,2,4,-6,4,-4,0,-2,0.2,7,-1
O=C(NC1CCCC1)C1C2C=CC3(CN(Cc4cccs4)C(=O)C13)O2 (centres undefined),1,0,0,3,-4,-7,0,0.0,4,4
O=C(N/C(=C/c1ccc2c(c1)OCO2)C(=O)N1CCOCC1)c1cccs1,-4,-4,2,-14,1,10,-4,0.2,2,-4
Cc1ccc(-n2nc(-c3cccnc3)cc2C(=O)N2CCOCC2)c(C)c1,-2,-4,0,0,-3,-3,-1,0.3,2,-2
CC1=C(C(=O)N2CCOCC2)CC(CC(=O)NCCCCc2ccccc2)C(=O)N1CCCN1CCCC1=O (centres undefined),6,1,1,-5,-1,5,-5,-0.4,-5,2
O=c1c2ccccc2nc(SCc2ccccc2F)n1C1CCCC1,0,0,0,-3,-4,0,-4,0.5,5,6
CC(C)C[C@@H](CN=[N+]=[N-])N1CCN(Cc2ccccc2)CCC1=O,0,0,-2,2,-6,-11,1,-0.5,-3,-7
CC(=O)Nc1ccc(N2CCN(c3ccc(C(F)(F)F)cn3)CC2)nc1,-3,0,4,3,-4,5,-1,-0.3,-22,1
CN(C(=O)c1ccc(OC2CCN(CCc3ccccc3)CC2)cc1)C1CCCCC1,2,4,3,1,8,11,5,0.3,-1,-14
O=C(c1ccc(-c2ccccc2)cc1)N1CCN(C(=O)c2ccco2)CC1,-3,0,-2,-9,-3,8,2,-0.4,0,0
Clc1ccc2nc(C3CCN(Cc4nnnn4C4CCCCC4)CC3)[nH]c2c1,3,-2,0,-5,0,-10,-5,0.1,-8,-4
CCOc1cccc(C(=O)Nc2cccc(C(=O)NCC(C)C)c2)c1,2,-3,-1,5,-6,-7,-1,0.0,4,7
CN(C(=O)c1ccncc1)c1nnc(-c2ccccn2)s1,4,-36,0,3,i,4,-127,64*,2,-13
CC1=C(C(=O)N2CCCCCC2)CC(CC(=O)NCC2CCCCC2)C(=O)N1Cc1ccc(F)cc1 (centres undefined),-1,0,1,2,2,3,-4,0.6,6,2
COc1ccc(C2CC(c3ccc(C)o3)=NN2C(C)=O)cc1 (centres undefined),3,-4,0,-5,-14,-4,-5,0.7,-12,7
O=C1CCCN1CN(C(=O)c1ccccc1)c1ccc(F)cc1,-1,2,2,-2,6,-17,-1,-0.7,-2,-5
COc1ccc(-c2[nH]n(-c3ccc([N+](=O)[O-])cc3)c(=O)c2C=NCc2ccncc2)cc1,2,-16,2,6,-1,8,6,0.3,5,-12
COc1ccc(C2(c3ccc(OC)cc3)NC(=O)N(CC(=O)Nc3ccc(OC(F)F)cc3)C2=O)cc1,2,4,-9,-1,31*,12,6,-0.6,11,-7
CS/C(N)=N/N=C/c1cc(C)ccc1O,9,-73,2,0,5,1,-2,-4.0,1,5
O=C(NCc1cccs1)c1cccn2c(=O)c3sccc3nc12,0,-169,-1,-2,-80,-14,-20,1.9,-15,11
CC(C)N1CCC(N2CCN(Cc3nc4ccccc4s3)CC2CCO)CC1 (centres undefined),5,-11,-1,2,-4,-6,-6,0.0,-3,4
NS(=O)(=O)c1ccc(NC(=O)CSc2nc3ccccc3n2-c2ccccc2)cc1,-3,-3,0,3,9,1,6,0.8,-15,-5
Cc1ccc(CN2CN(S(=O)(=O)c3cccs3)c3nc4ccccc4nc32)cc1,8,-6,-3,1,-37,-3,-12,0.9,-8,4
O=C(Nc1ccc(Cl)cc1)c1nc[nH]c1C(=O)NCc1ccccc1,-2,3,-2,6,12,6,7,0.0,4,-10
CCN(CC)c1ccc(NC(=O)COC(=O)c2cccs2)cc1,4,2,-4,0,7,5,2,0.0,0,0
CC1(C)OC(=O)CC1C(=O)NCc1ccccc1 (centres undefined),0,-2,-2,5,-2,6,-3,0.5,-11,-7
CCOC(=O)C1CSCCS(=O)(=O)N1Cc1ccc(C)cc1 (centres undefined),-1,2,2,-4,1,1,1,0.2,4,-1
Cc1ccc(SC(CC(=O)c2ccc(F)cc2)C(=O)O)cc1 (centres undefined),-5,4,4,1,-3,-8,-5,0.1,1,1
Cc1cc(C(=O)NCc2ccc3c(c2)OCO3)n(-c2ccccc2)n1,0,1,4,-1,0,-8,-1,0.6,1,-7
N#Cc1ccccc1NC(=O)COC(=O)CCc1ccccc1,2,0,3,-1,4,2,1,-0.3,0,7
O=C(O)c1ccc(-n2nnnc2Oc2cccc3cccnc23)cc1,3,5,6,7,-2,-10,2,0.4,-4,-17

# Assay outcomes deposited in PubChem by The Scripps Research Institute Molecular Screening Center.
